dFosB act = activators of delta FosB homodimer, primary screen, biochemical, fluorescence polarization, TAMRA-CDK5 oligo, single point; purified delta FosB; percent of positive-control signal above neutral wells; activation, % at 25 µM; 0.99% of 340,000 active; Protein FosB (Mus musculus), P13346;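 active means mean activation above about 17%, with every replicate also reaching it, limit read from the data, passing the limit was not always enough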;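 further: fluorescence polarization rise as delta FosB binds a TAMRA Cdk5 AP-1 oligo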
HTR5A ag = HTR5A agonists in luminescence cell assay, primary screen, counter-screen for OPRM1-OPRD1 heterodimer agonist project, full-deck HTS. 5-hydroxytryptamine receptor 5A (Homo sapiens), P47898. cell-based. activation, % at 9.3 µM. 0.61% of 340,000 active. AID 504692, 2011; in the data active means activation mostly above about 9.5%, no sharp cut-off; inactive means mostly below about 7.6%;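 further: 0% = cells with vehicle only and 100% = reference agonist; strong numbers were not always called active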
PvdQ acylase = P. aeruginosa PvdQ acylase inhibitors, primary screen, biochemical, fluorescence, plate reader and imaging, single point; PvdQ acylase [Pseudomonas aeruginosa LESB58]; 0.063% of 340,000 active; inhibition, % at 10 µM; purified PvdQ acylase; in the data active means inhibition above about 30%, passing the limit was not always enough;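 further: 0% = vehicle neutral wells and 100% = reference inhibitor wells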
Rtt109 HAT inh = inhibitors of C. albicans Rtt109/Vps75 HAT, primary screen, biochemical, ThioGlo CoA-SH fluorescence, plate reader; purified Rtt109/Vps75, 4 h; 0.16% of 330,000 active; AID 540336, 2011; inhibition, % at 34.9 µM;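 active means inhibition of at least 50% in every replicate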
SR-BI HDL uptake = inhibitors of SR-BI mediated HDL lipid uptake, primary screen, ldlA[mSR-BI] cells, fluorescence, single point | Scavenger receptor class B member 1 (Mus musculus), Q61009 | ldlA[mSR-BI] CHO cells, DiI-HDL uptake fluorescence, 3 h | inhibition, % at 12.5 µM | 0.96% of 320,000 active;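 active means mean replicate inhibition of at least 70% and a set share of replicates each scoring 70 or more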;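 further: 0% = median of neutral control wells and 100% = median of positive control wells; values of inactives mirror those of a sister screen read the other way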
Target sequence (Q61009 whole entry, looked up): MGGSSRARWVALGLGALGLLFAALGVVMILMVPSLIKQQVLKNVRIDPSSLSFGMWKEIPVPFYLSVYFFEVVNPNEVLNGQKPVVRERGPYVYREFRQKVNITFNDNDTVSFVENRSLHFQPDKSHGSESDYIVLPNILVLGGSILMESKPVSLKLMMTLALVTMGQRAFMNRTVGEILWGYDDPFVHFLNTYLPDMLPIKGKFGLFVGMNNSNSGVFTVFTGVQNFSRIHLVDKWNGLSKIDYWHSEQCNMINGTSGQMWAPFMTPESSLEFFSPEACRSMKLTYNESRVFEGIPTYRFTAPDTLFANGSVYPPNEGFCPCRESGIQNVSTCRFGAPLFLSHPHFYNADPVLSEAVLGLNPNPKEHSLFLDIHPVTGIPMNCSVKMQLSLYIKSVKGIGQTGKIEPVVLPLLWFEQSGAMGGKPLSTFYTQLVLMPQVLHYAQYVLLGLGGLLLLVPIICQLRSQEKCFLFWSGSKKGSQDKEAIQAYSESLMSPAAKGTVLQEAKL
SR-BI DiI-HDL act = activators of SR-BI mediated DiI-HDL uptake, primary screen, ldlA[mSR-BI] CHO cells, DiI fluorescence; 3 h; 100 = double the neutral-control signal; 0.096% of 320,000 active; AID 504775, 2011; activation, % at 12.5 µM;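 active means mean replicate activation of at least 60% and every replicate at or above 60%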;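 further: 0% = median plate neutral-control signal and 100% = twice that signal; values of inactives mirror those of a sister screen read the other way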
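system = CHO ldlA[mSR-BI] cells, LDL receptor-null, SR-BI overexpressing | medium = Ham's F12 with 0.5% BSA, HEPES 25 mM, pH 7.4 | probe or stimulus = DiI-HDL 10 µg/mL | compound dosing = single-point compound dose | incubation = compound exposure 3 h, 37 °C | technique = DiI fluorescence, bottom read | read-out = cell-associated DiI fluorescence as measure of HDL uptake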
CDK5 p35 inh = inhibitors of human CDK5/p35 kinase, primary screen, biochemical, single concentration | Cyclin-dependent kinase 5 (Homo sapiens) + Cyclin-dependent kinase 5 activator 1 (Homo … | Recombinant CDK5/p35, ADP-Glo luminescence, 60 min | inhibition, % at 10 µM | 0.01% of 330,000 active;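 active means highest replicate inhibition of at least 50% and at least 75% of replicates reaching 50%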;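 further: plate controls were DMSO neutral control for no effect and GW8510 at 10 µM for full effect; many of its hits are not listed in these tables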
Target sequence (Q00535 whole entry, looked up): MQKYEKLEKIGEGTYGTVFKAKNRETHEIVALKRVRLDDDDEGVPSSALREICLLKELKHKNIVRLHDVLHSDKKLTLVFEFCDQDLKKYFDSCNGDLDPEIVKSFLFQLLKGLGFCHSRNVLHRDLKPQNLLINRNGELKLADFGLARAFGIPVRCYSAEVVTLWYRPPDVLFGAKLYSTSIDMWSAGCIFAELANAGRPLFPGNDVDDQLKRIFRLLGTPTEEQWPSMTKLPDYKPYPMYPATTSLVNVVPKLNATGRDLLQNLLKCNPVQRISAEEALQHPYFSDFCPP
Target sequence (Q15078 whole entry, looked up): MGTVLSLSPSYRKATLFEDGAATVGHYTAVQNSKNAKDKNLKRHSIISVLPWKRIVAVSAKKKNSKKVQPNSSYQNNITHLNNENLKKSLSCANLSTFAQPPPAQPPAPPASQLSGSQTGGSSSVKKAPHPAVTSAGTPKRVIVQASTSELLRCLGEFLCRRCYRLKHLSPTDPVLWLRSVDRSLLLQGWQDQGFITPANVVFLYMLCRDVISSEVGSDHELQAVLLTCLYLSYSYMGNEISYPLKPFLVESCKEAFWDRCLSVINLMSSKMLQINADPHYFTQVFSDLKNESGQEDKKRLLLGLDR
MITF act = activators of MITF-driven TRPM1 promoter reporter, primary screen, cell-based, SK-MEL-5, luciferase, single point. SK-MEL-5 TRPM1-promoter luciferase, 24 h; % of positive control, neutral wells = 0. activation, % at 12.5 µM. 0.75% of 300,000 active;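 active means mean activation of at least 80% with every replicate also reaching 80%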;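 further: 0% = neutral control wells and 100% = parthenolide positive control wells; values of inactives mirror those of a sister screen read the other way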
Wnt act = Wnt/beta-catenin pathway activators, primary screen, cell-based, plate reader, single point; 1.2% of 300,000 active; Wnt/beta-catenin reporter cell assay, activator; activation, % at 9.35 µM; AID 743398, 2014; in the data active means activation above about 30%, passing the limit was not always enough;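 further: 0% = neutral control wells and 100% = positive control wells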
cardiac RTF act = cardiac RTF calcium sensitivity activators, primary screen, biochemical, IANBD-TnC fluorescence, EC20 calcium. activation, % at 7.2 µM. 0.24% of 340,000 active. AID 493008, 2010. IANBD-labeled TnC RTF fluorescence at EC20 calcium; 0% EC20 calcium, 100% full calcium;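 active means activation above the mean over all tested compounds plus 3 SD, cut at about 30% in these data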;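 further: rise in fluorescence read as greater calcium sensitivity of cardiac thin filaments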
The depositor's hits bear a star; nt = no result given.

Screens by letter: A = dFosB act; B = HTR5A ag; C = PvdQ acylase; D = Rtt109 HAT inh; E = SR-BI HDL uptake; F = SR-BI DiI-HDL act; G = CDK5 p35 inh; H = MITF act; I = Wnt act; J = cardiac RTF act
COCCCn1c(C)nnc1SCC(=O)Nc1ccc(C(C)=O)cc1
  A = -8 | B = -3 | C = 5 | D = 8 | E = -31 | F = 31 | G = -0.5 | H = nt | I = 1 | J = -6
COc1cccc(/C=C2\Oc3cc(OC(=O)N4CCOCC4)ccc3C2=O)c1
  A = -10 | B = 1 | C = -3 | D = 10 | E = -15 | F = 15 | G = 2.1 | H = nt | I = 9 | J = 5
Cc1ccnc(NC(=O)c2ccc3c(c2)C(=O)N(CC(C)C)C3=O)c1
  A = 5 | B = -1 | C = -4 | D = 8 | E = 46 | F = nt | G = 7.3 | H = 61 | I = 16 | J = 1
N#Cc1ccc(CN2CCN(C(=O)C3CC(=O)N(c4ccccc4F)C3)CC2)cc1 (stereo not drawn)
  A = 2 | B = -4 | C = -8 | D = 6 | E = -16 | F = 16 | G = 0.5 | H = -10 | I = -3 | J = -4
Cc1ccc(NC(=O)Cc2cccs2)cc1Cl
  A = -4 | B = -2 | C = -16 | D = 0 | E = 16 | F = -16 | G = 0.4 | H = 59 | I = 9 | J = -1
CN1C(=O)NC(c2cccc([N+](=O)[O-])c2)C2=C1CCCC2=O (stereo not drawn)
  A = 7 | B = 7 | C = -12 | D = 6 | E = -10 | F = 10 | G = 0.3 | H = 4 | I = 3 | J = 3
CC1(C)CNC(=O)c2sc(N3CCCCC3)nc2C1
  A = 2 | B = -5 | C = -1 | D = nt | E = 3 | F = -3 | G = 0.1 | H = nt | I = nt | J = 1
Cc1ncc(CO)c2cc(S(=O)(=O)c3ccc(F)cc3)c(=O)oc12
  A = 11 | B = 0 | C = 4 | D = -4 | E = nt | F = nt | G = 0.7 | H = 4 | I = -1 | J = 3
Cc1ccc(S(=O)(=O)c2cn(C)c3cc(N4CCOCC4)c(F)cc3c2=O)cc1
  A = -4 | B = 6 | C = -13 | D = -8 | E = -30 | F = 30 | G = -1.0 | H = -9 | I = -2 | J = -5
NS(=O)(=O)c1ccc(CNC(=O)c2ccncc2)cc1
  A = -5 | B = 2 | C = 8 | D = 30 | E = -16 | F = 16 | G = 2.4 | H = -5 | I = 1 | J = -4
CCOC(=O)c1[nH]c(C)c(C(=O)OCC(=O)N(Cc2ccccc2)C(C)C)c1C
  A = -8 | B = -2 | C = -1 | D = 2 | E = 25 | F = -25 | G = 0.4 | H = -5 | I = 2 | J = -2
CCC[C@@H](CN1CCC[C@H]1CN1C(N)=NC[C@H]1C(C)C)N1C[C@@H](Cc2ccccc2)N(CCCC2CCCC2)C1=N
  A = -4 | B = 1 | C = -27 | D = -2 | E = 1 | F = -1 | G = 0.6 | H = 4 | I = 0 | J = 2
CCOC(=O)c1cnn(-c2nc(-c3ccccc3)cs2)c1C(F)(F)F
  A = -10 | B = 3 | C = -6 | D = -19 | E = 4 | F = -4 | G = -0.5 | H = 14 | I = nt | J = 1
CC(C)(C)c1cc(C(c2cccnc2)N2CCN(CCO)CC2)cc(C(C)(C)C)c1O (stereo not drawn)
  A = -5 | B = -2 | C = 6 | D = 92* | E = -32 | F = 32 | G = 5.3 | H = -79 | I = 1 | J = 7
COc1ccc(CC(=O)Nc2ccc(N3CCOCC3)cc2)cc1OC
  A = 6 | B = -2 | C = -8 | D = 3 | E = 2 | F = -2 | G = 0.3 | H = nt | I = -3 | J = 2
CCOC(=O)c1c(C)nn(-c2ccc(NC(=O)c3cccs3)cc2)c1C
  A = -11 | B = 0 | C = -9 | D = -27 | E = 33 | F = -33 | G = -0.8 | H = 3 | I = 12 | J = -5
Clc1ccc(NCc2cccnc2)c(Cl)c1
  A = 2 | B = -4 | C = 13 | D = 0 | E = 8 | F = -8 | G = 0.3 | H = 11 | I = 0 | J = 1
C1CSC2(N1)C1CC3CC(C1)CC2C3 (stereo not drawn)
  A = -4 | B = 2 | C = 2 | D = 7 | E = -19 | F = 19 | G = 0.2 | H = 0 | I = nt | J = -2
Fc1ccc(NC(=S)NCc2cccs2)cc1
  A = -1 | B = 6 | C = 27 | D = 8 | E = -14 | F = 14 | G = 1.9 | H = 12 | I = -4 | J = -1
COc1ccc(OC)c(CCNC(=O)c2cccc(NC3=NC4CS(=O)(=O)CC4S3)c2)c1 (stereo not drawn)
  A = -6 | B = 4 | C = 4 | D = 0 | E = -15 | F = 15 | G = -3.3 | H = nt | I = -1 | J = -2
CCCSc1nc2c(cnn2-c2ccccc2)c(=O)n1N
  A = -10 | B = 0 | C = -4 | D = 1 | E = 0 | F = 0 | G = -1.4 | H = nt | I = 41* | J = 2
CCc1ccc2c(COC(=O)C3CC(=O)N(CCc4ccccc4)C3)cc(=O)oc2c1 (stereo not drawn)
  A = -7 | B = 3 | C = -5 | D = 4 | E = -13 | F = 13 | G = -0.1 | H = -4 | I = -1 | J = -1
CCO[C@@H]1OC(C(=O)NC2CC2)=C[C@H](c2ccccc2)[C@H]1CCCO
  A = 1 | B = 6 | C = -17 | D = -6 | E = -32 | F = 32 | G = 0.7 | H = 15 | I = -1 | J = 4
O=C(Nc1ccccc1Br)C1CCC(=O)N1Cc1ccccc1Cl (stereo not drawn)
  A = 3 | B = 7 | C = 2 | D = 2 | E = -14 | F = 14 | G = 1.2 | H = -3 | I = 1 | J = -3
COc1ccc(S(=O)(=O)N2Cc3ccccc3CC2C(=O)Nc2nccs2)cc1OC (stereo not drawn)
  A = -1 | B = -3 | C = 0 | D = -1 | E = -27 | F = 27 | G = -0.3 | H = 41 | I = 29 | J = -5
O=C(NCCOc1ccc(Cl)cc1)C1CCCCC1
  A = 1 | B = 1 | C = 11 | D = -6 | E = 0 | F = 0 | G = 1.2 | H = 4 | I = 0 | J = -1
Oc1ccc(C[C@H]2CNC(=S)N2CC2CCCN2C[C@H](Cc2ccc(O)cc2)N2C[C@H](Cc3ccc(O)cc3)N(CC3CCCCCC3)C2=S)cc1 (stereo partly drawn)
  A = 14 | B = 5 | C = -13 | D = 3 | E = -186 | F = 186* | G = -0.1 | H = -72 | I = -13 | J = -1
CCOC(=O)c1csc(NC(=O)C2=COCCO2)n1
  A = -1 | B = 1 | C = -21 | D = -14 | E = -18 | F = 18 | G = -4.5 | H = 49 | I = 13 | J = -5
COC(=O)NC1(C(F)(F)F)C(=O)Nc2c1c(=O)n(C)c(=O)n2C (stereo not drawn)
  A = -5 | B = -1 | C = 0 | D = 1 | E = -33 | F = 33 | G = 1.7 | H = 6 | I = -2 | J = -5
O=C(NNC(=O)C1C2CCCCC21)c1coc(=O)c(Br)c1 (stereo not drawn)
  A = -4 | B = -2 | C = -7 | D = 6 | E = -27 | F = 27 | G = -3.2 | H = nt | I = 8 | J = 3
COc1ccc(N(C(=O)c2ccco2)C(C(=O)NC2CCCC2)c2cccs2)c(OC)c1 (stereo not drawn)
  A = -5 | B = 3 | C = -12 | D = 2 | E = nt | F = nt | G = 1.1 | H = nt | I = 20 | J = 1
Cc1nn(-c2ccc(Cl)cc2)c(Cl)c1/C=C(\C#N)C(N)=O
  A = -6 | B = 2 | C = -3 | D = -6 | E = 16 | F = -16 | G = 1.6 | H = -18 | I = -1 | J = -1
CC12CCC(=O)N1C(C(=O)N1CCN(S(=O)(=O)c3cccc(C(F)(F)F)c3)CC1)CS2 (stereo not drawn)
  A = 5 | B = -3 | C = 7 | D = 1 | E = 14 | F = -14 | G = -1.1 | H = 8 | I = -4 | J = -3
Cn1c(=O)cc(N2CCN(C(=O)c3ccco3)CC2)[nH]c1=O
  A = 7 | B = -1 | C = -2 | D = -6 | E = -12 | F = 12 | G = 1.3 | H = -1 | I = 3 | J = 0
CN1C(N)=NC(=O)/C1=C/c1ccccc1F
  A = 0 | B = 3 | C = -12 | D = -1 | E = -3 | F = 3 | G = -1.0 | H = 2 | I = -3 | J = -5
COc1ccc(NC(=O)C2CC2)cc1NS(=O)(=O)c1ccc(F)cc1
  A = -8 | B = 8 | C = -4 | D = -16 | E = -3 | F = 3 | G = 1.6 | H = nt | I = 27 | J = 15
Cc1ccc(-n2ncc3c(=O)[nH]c(SCC(=O)N4CCN(c5ccccc5)CC4)nc32)cc1
  A = -5 | B = -2 | C = 10 | D = 0 | E = -7 | F = 7 | G = 0.2 | H = 5 | I = nt | J = -6
NC(=NCCc1ccccc1)NS(=O)(=O)c1ccc(F)cc1
  A = 4 | B = -2 | C = -12 | D = -6 | E = 2 | F = -2 | G = -0.8 | H = -13 | I = nt | J = 3
CC(Oc1ccc(Br)cc1)C(=O)NCC(c1ccco1)N1CCCCC1 (stereo not drawn)
  A = 2 | B = 1 | C = -20 | D = -2 | E = 4 | F = -4 | G = -3.4 | H = -3 | I = -1 | J = 4
COc1cc(-c2cc(=O)c3ccccc3o2)ccc1O
  A = -5 | B = 2 | C = 21 | D = 17 | E = -5 | F = 5 | G = 3.4 | H = nt | I = 28 | J = 7
COc1ccc(CCNC(=O)C2CC3Cn4c(nc5ccccc54)C3N2C)cc1 (stereo not drawn)
  A = 2 | B = -5 | C = 0 | D = 12 | E = -38 | F = 38 | G = 0.5 | H = -3 | I = -1 | J = -3
CN(CC(=O)Nc1cccc(F)c1)C(=O)c1cccc(N2C(=O)CCC2=O)c1
  A = -1 | B = -1 | C = -14 | D = -4 | E = 0 | F = 0 | G = 2.2 | H = -1 | I = 0 | J = -2

Fetched by structure from above (4):
Screens by letter: A = dFosB act; B = HTR5A ag; C = PvdQ acylase; D = Rtt109 HAT inh; E = SR-BI HDL uptake; F = SR-BI DiI-HDL act; G = CDK5 p35 inh; H = MITF act; I = Wnt act; J = cardiac RTF act
Cc1ccc(-n2ncc3c(=O)[nH]c(SCC(=O)N4CCN(c5ccccc5)CC4)nc32)cc1
  A = -5 | B = -2 | C = 10 | D = 0 | E = -7 | F = 7 | G = 0.2 | H = 5 | I = nt | J = -6
CC(Oc1ccc(Br)cc1)C(=O)NCC(c1ccco1)N1CCCCC1 (stereo not drawn)
  A = 2 | B = 1 | C = -20 | D = -2 | E = 4 | F = -4 | G = -3.4 | H = -3 | I = -1 | J = 4
COc1ccc(CCNC(=O)C2CC3Cn4c(nc5ccccc54)C3N2C)cc1 (stereo not drawn)
  A = 2 | B = -5 | C = 0 | D = 12 | E = -38 | F = 38 | G = 0.5 | H = -3 | I = -1 | J = -3
COc1ccc(N(C(=O)c2ccco2)C(C(=O)NC2CCCC2)c2cccs2)c(OC)c1 (stereo not drawn)
  A = -5 | B = 3 | C = -12 | D = 2 | E = nt | F = nt | G = 1.1 | H = nt | I = 20 | J = 1

Source: PubChem (several laboratories)
